Compound activity (PubChem BioAssay)
HepG2 tox: kills HepG2 cells in TGF-b inhibitor counter-screen; HepG2 CAGA-GFP viability, ATP luminescence, 18 h; Potency, µM (titrated, usually from 46.1 µM), without a hit: at the highest dose activity change, negative = cytotoxicity, actives largely listed as cytotoxic; 410,000 compounds, 0.76% hits; AID 588856; also: potency is read from the fitted curve at half-maximal effect; some results filed as inactive show a strong effect at the top dose
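CellTiter-Glo luminescence gave cytotoxicity after 18 hours at 37 degrees C. The cells were HepG2 CAGA-GFP in 1% FBS DMEM, stimulated with 500 pg/mL TGF-beta after compound addition. %Activity was normalised to no-cell wells (complete cell-killing) and DMSO (no toxicity), and curves were fitted and classified.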
ATXN2 expr inh: ATXN2 expression inhibition; HEK-293 ATXN2-luciferase reporter, luminescence, 24 h; Potency, µM (doses to about 57 µM), without a hit: at the highest dose activity change, negative = inhibition, actives largely listed as inhibitors; 360,000 compounds, 0.72% hits; AID 1745845; also: potency is read from the fitted curve at half-maximal effect; % is scaled to controls: 0 for no effect and ±100 for the full control effect; nearly all actives have a fitted effect of over 55% in size
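qHTS (up to 57 uM final) was run with 24 h compound exposure of reporter cells at 37 °C. Each well was multiplexed: SteadyGlo luminescence measured ATXN2-luciferase expression after a fluorogenic Gly-Phe-AFC viability readout (25 uM final).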
TGFb SMAD3 inh: inhibitors of TGF-b signaling. 410,000 compounds, 1.2% hits. Potency, µM (series often up to 46.1 µM), for inactives: at the top dose activity, negative = inhibition, most hits filed as inhibitors. HepG2 CAGA-GFP TGF-b/SMAD3 reporter, GFP fluorescence, 18 h; TGF-beta stimulated, 500 pg/mL final; also: potency is read from the fitted curve at half-maximal effect; % is scaled to controls: 0 for no effect and ±100 for the full control effect; nearly all actives have a fitted effect of over 65% in size
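TGF-beta reporter screen: HEPG2 CAGA-GFP, 1% FBS, 500 pg/mL TGF-beta final, 18 h; per-cell GFP summed per well; curves fitted and categorized by class.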
EPAC2 ag: activates human EPAC2 exchange factor; Potency, µM (titrated, usually from 154 µM), for inactives: at the highest dose activation, hits mostly activators; AID 720711; 360,000 compounds, 0.079% hits; EPAC2 activation, biochemical qHTS; response scale: 100% = 6.5 mM cAMP response; also: potency is read from the fitted curve at half-maximal effect; nearly all actives have a fitted effect of over 50% in size
Target sequence (Q8WZA2 whole entry, looked up): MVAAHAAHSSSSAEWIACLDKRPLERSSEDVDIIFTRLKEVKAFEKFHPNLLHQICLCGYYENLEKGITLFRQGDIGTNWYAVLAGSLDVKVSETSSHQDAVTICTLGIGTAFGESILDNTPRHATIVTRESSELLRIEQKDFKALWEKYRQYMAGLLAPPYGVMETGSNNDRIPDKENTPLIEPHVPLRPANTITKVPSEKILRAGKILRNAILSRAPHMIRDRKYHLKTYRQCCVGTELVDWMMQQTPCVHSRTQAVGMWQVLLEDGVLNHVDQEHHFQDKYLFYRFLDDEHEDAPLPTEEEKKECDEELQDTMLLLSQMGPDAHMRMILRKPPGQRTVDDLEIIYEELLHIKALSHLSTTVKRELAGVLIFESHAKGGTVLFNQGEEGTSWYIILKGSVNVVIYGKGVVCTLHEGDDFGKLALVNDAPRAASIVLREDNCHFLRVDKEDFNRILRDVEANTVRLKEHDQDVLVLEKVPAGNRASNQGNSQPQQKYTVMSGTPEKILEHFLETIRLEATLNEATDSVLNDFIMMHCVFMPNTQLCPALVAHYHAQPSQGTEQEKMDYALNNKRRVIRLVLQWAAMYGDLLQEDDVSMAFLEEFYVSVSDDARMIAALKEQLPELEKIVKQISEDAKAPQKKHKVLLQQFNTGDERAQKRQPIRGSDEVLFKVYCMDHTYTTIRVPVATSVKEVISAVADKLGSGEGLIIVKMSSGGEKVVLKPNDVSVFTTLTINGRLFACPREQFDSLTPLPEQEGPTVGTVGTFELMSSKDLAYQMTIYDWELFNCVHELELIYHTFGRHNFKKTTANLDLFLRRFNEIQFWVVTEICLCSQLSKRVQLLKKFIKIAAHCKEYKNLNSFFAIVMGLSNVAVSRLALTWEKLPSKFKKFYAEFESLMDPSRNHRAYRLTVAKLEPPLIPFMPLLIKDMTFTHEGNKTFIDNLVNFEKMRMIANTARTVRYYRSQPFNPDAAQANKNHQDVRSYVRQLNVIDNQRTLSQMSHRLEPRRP
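In this primary screen, activation is scored as increased exchange of BODIPY-GDP from Rap1B by 100 nM EPAC2, with 50 uM GDP as competitor. Signal is normalized to the 6.5 mM cAMP agonist control.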
Nrf2 inh: inhibitors of Nrf2 signaling; 360,000 compounds, 2.1% hits; A549 ARE-Fluc reporter, luciferase luminescence, 18-24 h; Potency, µM (doses to about 46 µM), inactives show at the top dose activity change, negative = inhibition, most hits filed as inhibitors; also: potency is read from the fitted curve at half-maximal effect; % is scaled to controls: 0 for no effect and ±100 for the full control effect; nearly all actives have a fitted effect of over 60% in size
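A549 ARE_Fluc cells, 5000/well, 5% FBS OPTI-MEM; compounds in dose-response, 18-24 h at 37 °C/5% CO2; CellTiter-Fluor viability read (Ex 405/Em 525), then BugLite luciferase luminescence = Nrf2 activity.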
Nrf2 activator: activates Nrf2 signaling | 410,000 compounds, 0.31% hits | AREc32 ARE-luciferase reporter (MCF7-derived line), luminescence, 24 h | AID 624171 | Potency, µM (highest dose often 46.1 µM), inactives show at the top dose activation, most hits filed as activators; also: potency is read from the fitted curve at half-maximal effect; % of control where 0% means no effect; nearly all actives have a fitted effect of over 65% in size
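Steps: seed AREc32_Fluc cells (1000/well, 5% FBS OPTI-MEM); incubate overnight at 37 deg C; add 23 nL compound; incubate 24 hr; add Steady-Glo; hold 30 min RT; read luminescence.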
ATXN viability: viability counter-screen for ATXN expression inhibitors. S2 cells (HEK-293 line with an ATXN2-luciferase reporter) viability, CellTiter-Fluor protease fluorescence, 24 h. Potency, µM (highest dose often 56.7 µM), actives largely listed as cytotoxic. 400,000 compounds, 0.49% hits. AID 651635; also: potency is read from the fitted curve at half-maximal effect; nearly all actives have a fitted effect of over 40% in size
A549 tox: counter-screen for Nrf2 inhibitors: cytotoxicity in A549 cells | 390,000 compounds, 0.16% hits | AID 504648 | A549 ARE-Fluc cells, CellTiter-Fluor viability, 18-24 h | Potency, µM (titrated, usually from 46 µM), for inactives: at the top dose activity change, negative = cytotoxicity, usual class: inhibitors; also: potency is read from the fitted curve at half-maximal effect; % is scaled to controls: 0 for no effect and ±100 for the full control effect
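Cytotoxicity counterscreen: CellTiter-Fluor fluorescence was measured in A549 ARE_Fluc cells after 18-24 h of compound exposure in a concentration series. The subsequent BugLite luminescent read reports ARE-luciferase activity.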
IL2 activator: activators of IL-2 | IL-2 activation reporter assay, cell-based qHTS; stimulated with anti-CD3/CD4/CD28 beads; in transgenic mouse T cells | activation, % (series mostly up to about 46 µM) | 360,000 compounds, 0.065% hits; in the data active = activation above about 50%; inconclusive = mostly about 30% to 49%; also: 0% is about no effect
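Unstimulated transgenic mouse T cells preincubated 60 min with compound, then stimulated with anti-CD3/anti-CD4-coated beads plus anti-CD28 for 18 h at 37 degrees C. IL-2 response read as EGFP and DsRed fluorescence by plate cytometry.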
An asterisk follows results filed as active; i = inactive; ? = inconclusive; nt = not tested or not shown; & = joins results of further samples; [ ] = remark or other dose. Unless noted, calls follow the shape of the dose curve; as a rule, active = well fitted curve in the direction sought with a large enough effect; inconclusive = small, poorly fitted or top-dose-only effect, or another doubt; inactive = no such curve, though single readings can be large; an effect the other way counts as inactive or inconclusive.

Every second line gives: HepG2 tox | ATXN2 expr inh | TGFb SMAD3 inh | EPAC2 ag | Nrf2 inh | Nrf2 activator | ATXN viability | A549 tox | IL2 activator
> COc1ccc(C(=S)N2CCN(c3cccc(Cl)c3)CC2)c(OC)c1
 : -27% | ? | ? | 5% | 0% | 0.5% | i | 1% | -4.5
> Cc1c(NC(=O)C(C)OC(=O)c2cc(Cl)ccc2O)c(=O)n(-c2ccccc2)n1C (stereo not given)
 : -1% | 6% | 6% | 1% | 10% | -0.1% | i | -2% | -0.6
> CCC(=O)Nn1c(C)nnc1C
 : 4% | -15% | 16% | 6% | 5% | -0.3% | i | 10% | -0.4
> Cc1ccc2c(c1)N(CC(=O)N1CCCCCC1)C(=O)CO2
 : 1% | -5% | 1% | 13% | ? | -0.1% | i | ? | -4.0
> COc1cccc(NC(=O)n2nc(N)cc2-c2ccc(Cl)cc2)c1
 : -4% | -12% | ? | 9% | 11% | 3.8% | ? | -12% | -1.8
> O=C(NCc1ccc(Cl)cc1)C1CCC(CNS(=O)(=O)c2ccccc2)CC1 (stereo not given)
 : -50%&-23% | -36% | ? | -3% | -25% | 3.5%&4.0% | ? | -7%&-1% | -0.9
> CCC(=O)N1c2ccccc2CC1C(=O)NCCCN1CCN(c2ccc(OC)cc2)CC1 (stereo not given)
 : 3% | -9% | 22% | nt | nt | 0.8% | i | -13% | nt
> COc1ccccc1C(=O)Nc1ccc2oc(-c3cccc(Cl)c3Cl)nc2c1
 : 2% | nt | -29% | nt | ? | -1.0% | nt | 0% | nt
> Cc1ccc(S(=O)(=O)Nc2cccc(C(=O)NC3CCN(Cc4ccccc4)CC3)c2)cc1F
 : -38% | -25% | 7% | 2% | 10µM* | 2.6% | i | ? | -6.1
> O=C(O)COc1ccc(/C=N/NC(=O)Cc2ccc(Cl)cc2)cc1
 : -13% | -8% | -3% | -4% | 0% | 2.0% | i | 7% | 1.5
> COc1ccc(N2CC(C(=O)NCc3ccco3)CC2=O)cc1 (stereo not given)
 : -17% | 7% | 3% | 0% | -10% | -0.8% | i | 4% | 0.7
> COc1cccc(C(C)(O)c2nc(-c3cc4ccccc4o3)cs2)c1 (stereo not given)
 : -80% | 4% | 8.9µM* | 14% | nt | 5.0% | i | nt | 0.8
> Oc1ccc(N=Cc2ccc(O)c(O)c2)cc1
 : -46% | ? | ? | 5% | 2% | 22% | ? | -5% | -0.1
> Cn1nc(NC(=O)C(F)(F)F)c2ncc(-c3ccc(Cl)cc3)nc21
 : -20% | nt | 9% | -4% | ? | 11% | nt | 1% | -2.0
> O=C(N/N=C/c1ccc(O)cc1)c1[nH]c2ccc(Br)cc2c1-c1ccccc1
 : -44% | -22% | 11µM* | 2% | ? | -0.4% | i | ? | -2.5
> Cc1ccc(C)c(C(O)c2ncc(-c3ccccc3F)[nH]2)c1 (stereo not given)
 : 5% | 7% | 4% | 2% | nt | 3.6% | i | nt | -0.2
> CC(C)(C)CC(=O)Nc1cc2c3c(c1)CC(=O)N3CCC2
 : 3% | -22% | 4% | -4% | -13% | 0.5% | i | 3% | -2.2
> CCOc1ccc(OCC)c(NC(=O)CN2CCN(c3cccc(C)c3)CC2)c1
 : -16% | -17% | -15% | 5% | -2% | 1.8% | i | -2% | -0.5
> COc1cc(/C=C2\C(=N)N3N=C(S(C)(=O)=O)SC3=NC2=O)cc(OC)c1OCCOc1ccc(C)cc1
 : -41% | 6% | -6% | 2% | -13% | -0.5% | i | 4% | -2.5
> COc1ccccc1N1CCN(c2ccc3c(c2)S(=O)(=O)c2cccc(C(=O)NCc4ccc(F)cc4)c2C3=O)CC1
 : -22% | 8% | -1% | 0% | nt | -0.7% | ? | nt | -0.8

By substructure, the compounds so far containing a furan ring, fused or not (2)
Every second line gives: HepG2 tox | ATXN2 expr inh | TGFb SMAD3 inh | EPAC2 ag | Nrf2 inh | Nrf2 activator | ATXN viability | A549 tox | IL2 activator
> COc1ccc(N2CC(C(=O)NCc3ccco3)CC2=O)cc1 (stereo not given)
 : -17% | 7% | 3% | 0% | -10% | -0.8% | i | 4% | 0.7
> COc1cccc(C(C)(O)c2nc(-c3cc4ccccc4o3)cs2)c1 (stereo not given)
 : -80% | 4% | 8.9µM* | 14% | nt | 5.0% | i | nt | 0.8

(further entries)
Every second line gives: HepG2 tox | ATXN2 expr inh | TGFb SMAD3 inh | EPAC2 ag | Nrf2 inh | Nrf2 activator | ATXN viability | A549 tox | IL2 activator
> CCCn1c2ccccc2c2cnn(CC(=O)NCCCN3CCCC(C)C3)c(=O)c21 (stereo not given)
 : -16% | -5% | 3% | 8% | 7% | 2.4% | i | -9% | -2.7
> CCc1ccc(OCC(=O)NC(C)(C)C)cc1
 : -25% | 3% | 4% | 8% | 5% | 1.8% | i | -1% | 0.0
> CC1(C)OC(=O)C2=C(C[C@@H](CCc3ccccc3)O[C@@H]2c2ccc(Cl)cc2)O1
 : nt | -18% | nt | 11% | nt | 3.7% | i | nt | -0.9
> Cn1c(N)c(S(=O)(=O)N2CCN(c3ccccc3Cl)CC2)c(=O)n(C)c1=O
 : -11% | 5% | -28% | 0% | 20% | 0.0% | i | 2% | 1.8
> COCc1cc(=O)[nH]c2cc(NC(=O)C3CC3)c(C)cc12
 : -1% | 1% | 0% | -2% | ? | 0.3% | i | 3% | 8.7
> CC(=O)c1c(C)[nH]c(C(=O)COc2cc(C)cc(C)c2)c1C
 : -1% | -12% | 17% | -11% | ? | -0.3% | i | -11% | 3.8
> CC(C)(C)Nc1nc(C(N)=O)nc(N2CCOCC2)n1
 : -14% | 2% | -19% | -7% | -21% | -1.1% | i | -1% | -2.9
> COc1cc(/C=N/NC(=O)COc2ccc(C)cc2)ccc1OC(=O)c1cccs1
 : -31% | 44%[activator] | -1% | -3% | 17% | 3.7% | i | 0% | 1.4
> COc1ccc(C(=O)Nc2ccc(NC(=O)c3cnccn3)cn2)cc1
 : -1% | -36% | -4% | 1% | ? | -1.0% | i | -10% | -0.9
> O=C(/C=C/c1cccc([N+](=O)[O-])c1)Nn1c(-c2ccccc2F)nc2ccccc2c1=O
 : 18% | -22% | 2% | 0% | -25% | 22% | i | -11% | -4.3
> CCOC(=O)C1(CCOc2ccccc2)CCN(Cc2ccccc2O)CC1
 : -33% | -29%[11.3 µM] | -4% | 4% | 8% | 3.8% | i | 3% | -4.6
> CCN=C1SC(C(=O)Nc2ccc(Cl)c(Cl)c2)CC(=O)N1CC (stereo not given)
 : 14% | -5% | 11% | -5% | -2% | -0.5% | i | -4% | 0.5
> COc1ccc(CNC(=O)COC(=O)c2ccccn2)cc1
 : 4% | -5% | 0% | 3% | 7% | 0.3% | i | 3% | 1.4
> COc1cccc(N(C(=O)Cn2nnc3ccccc32)C(C(=O)NCc2ccco2)c2cccnc2)c1 (stereo not given)
 : 5% | -21% | 2% | -7% | nt | 2.7% | ? | 1% | -0.6
> CCc1ccc(OCC(=O)Nc2ccc(S(=O)(=O)N3CCCC3)cc2)c(Br)c1
 : -17% | -16% | 0% | 8% | ? | -1.2% | i | ? | -0.4
> Cc1nn(-c2ccccc2)nc1C(=O)OCC(=O)N1CCCCC1C (stereo not given)
 : 1% | 13% | 8% | 3% | 22% | -0.3% | i | 3% | -1.9
> COCCNC(=O)c1c(N)n(-c2ccccc2)c2nc3ccccc3nc12
 : -2% | -22% | -8% | -22% | ? | -0.3% | nt | ? | -0.5
> COc1ccc(-c2cc(C)no2)cc1S(=O)(=O)N1CCOc2ccc(C)cc21
 : 2% | 9% | 2% | 1% | -8% | -0.8% | i | 3% | -5.0
> COC(=O)c1ccc(Cl)cc1NC(=O)Nc1nnc(N(C)C2CCCCC2)s1
 : -10% | nt | ? | nt | 11% | 0.2% | nt | 3% | nt

Gathered by group: those above with a tert-butyl group (three)
Every second line gives: HepG2 tox | ATXN2 expr inh | TGFb SMAD3 inh | EPAC2 ag | Nrf2 inh | Nrf2 activator | ATXN viability | A549 tox | IL2 activator
> CC(C)(C)CC(=O)Nc1cc2c3c(c1)CC(=O)N3CCC2
 : 3% | -22% | 4% | -4% | -13% | 0.5% | i | 3% | -2.2
> CCc1ccc(OCC(=O)NC(C)(C)C)cc1
 : -25% | 3% | 4% | 8% | 5% | 1.8% | i | -1% | 0.0
> CC(C)(C)Nc1nc(C(N)=O)nc(N2CCOCC2)n1
 : -14% | 2% | -19% | -7% | -21% | -1.1% | i | -1% | -2.9

Entries listed above shown as hits in TGFb SMAD3 inh.
| smiles | TGFb SMAD3 inh | IL2 activator |
| --- | --- | --- |
| COc1cccc(C(C)(O)c2nc(-c3cc4ccccc4o3)cs2)c1 (stereo not given) | 8.9µM* | 0.8 |
| O=C(N/N=C/c1ccc(O)cc1)c1[nH]c2ccc(Br)cc2c1-c1ccccc1 | 11µM* | -2.5 |
